MmCpn inh: inhibitors of Methanococcus maripaludis chaperonin (MmCpn) | AID 504842 | Potency, µM (doses to about 76.9 µM), for inactives: at the top dose activity, negative = inhibition, usual class: inhibitors | 330,000 compounds, 0.031% hits | purified Mm-Cpn ATPase, ADP Transcreener TR-FRET; also: potency is read from the fitted curve at half-maximal effect; % is scaled to controls: 0 for no effect and ±100 for the full control effect; nearly all actives have a fitted effect of over 80% in size
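Measured: ADP formation by purified Mm-CPN. Conditions: 25 nM protein, 10 uM ATP, Tris pH 7.4 with Mg2+, K+ and DTT, 37°C for 30 min. Detection: Transcreener HTRF after 30 min at room temperature.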
HEK293 tox: cytotoxic in the GLP-1 receptor inverse agonist counter-screen. HEK293 cAMP-luciferase reporter cells, luminescence, 24 h. Potency, µM (doses to about 38.3 µM), for the others: top-dose activity change, negative = inhibition, hits mostly inhibitors. 410,000 compounds, 0.13% hits. AID 624418;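 also: loss of luciferase light is scored as toxicity; potency is read from the fitted curve at half-maximal effect; % is scaled to controls: 0 for no effect and ±100 for the full control effect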
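1536-well qHTS counterscreen of the MLSMR; 200 cells/uL, 12 h pre-incubation, 23 nL cpd, 24 h at 37 deg C 5% CO2, luciferase detection reagent, 12 min RT, luminescence. Inhibition = undesired.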
Akt phos inh: blocks phosphorylation of Akt; Neuro2A IGF-stimulated pAkt S473 HTRF, 20 min; hits give low values; activity change, % for hits at 50 µM; 360,000 compounds, 0.32% hits; AID 651550; in the data active = activity change below about -80%; inconclusive = mostly about -51% to -80%; also: % is scaled to controls: 0 for no effect and ±100 for the full control effect
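Neuro2A cells in DMEM with 0.5% FBS, overnight at 37 deg C, given compound at single 50 µM final, then IGF (6 nM final) for 20 min at 37 deg C. Lysed; phospho-Akt Ser473 by HTRF after 24 h, 665/615 ratio.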
aSyn yeast inh: rescues yeast growth from alpha-synuclein toxicity. AID 652106. 370,000 compounds, 0.14% hits. Potency, µM (titrated, usually from 46.1 µM), for the others: at the top dose growth rescue (activation), most hits filed as activators. Yeast expressing alpha-synuclein, growth rescue, BacTiter-Glo, 24 h; also: potency is read from the fitted curve at half-maximal effect; % of control where 0% means no effect; nearly all actives have a fitted effect of over 65% in size
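Screening used galactose-induced yeast with toxic alpha-synuclein levels, exposed to compound for 24 hr at 30 deg C. Cell growth, read with BacTiter-Glo luminescence, gave the measured signal.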
PTHR1 ag: PTHR1 (human) receptor agonism. AID 743266. Potency, µM (doses to about 115 µM), inactives show at the top dose activation, actives largely listed as activators. Q03431. HEK293 GP2 PTHR1 cells, GloSensor cAMP luminescence, 1 h. 410,000 compounds, 0.075% hits; also: potency is read from the fitted curve at half-maximal effect; nearly all actives have a fitted effect of over 55% in size; some results filed as inactive show a strong effect at the top dose; inactives centre near -15; many of its hits are not listed in these tables
Target sequence (Q03431 whole entry, looked up): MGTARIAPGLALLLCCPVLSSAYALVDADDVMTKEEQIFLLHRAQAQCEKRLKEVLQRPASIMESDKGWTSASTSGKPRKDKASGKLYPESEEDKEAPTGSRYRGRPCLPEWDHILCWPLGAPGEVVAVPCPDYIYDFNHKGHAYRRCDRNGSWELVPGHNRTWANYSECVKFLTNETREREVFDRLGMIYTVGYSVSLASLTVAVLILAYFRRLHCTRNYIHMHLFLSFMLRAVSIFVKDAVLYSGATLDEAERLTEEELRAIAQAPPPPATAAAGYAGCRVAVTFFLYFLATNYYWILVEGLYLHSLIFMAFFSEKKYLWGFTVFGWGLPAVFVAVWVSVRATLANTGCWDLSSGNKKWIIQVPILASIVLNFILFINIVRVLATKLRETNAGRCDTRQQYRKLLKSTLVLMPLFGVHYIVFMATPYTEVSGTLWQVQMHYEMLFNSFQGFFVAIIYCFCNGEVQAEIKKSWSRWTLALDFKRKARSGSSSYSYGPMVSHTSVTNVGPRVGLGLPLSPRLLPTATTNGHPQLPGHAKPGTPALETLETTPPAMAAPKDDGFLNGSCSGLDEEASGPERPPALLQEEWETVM
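HEK-293-derived GP2 cells expressing PTHR1 and a GloSensor cAMP reporter, 3,000/well, plated overnight, given luciferin plus IBMX (each 0.5 mM as added) for 1 h at 37 °C, then compound for 1 h at 37 °C. Luminescence was read after 15 min at room temperature.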
TDP43 rescue: TDP-43 toxicity inhibition in yeast | TDP-43 expressing yeast growth rescue, BacTiter-Glo, 24 h | Potency, µM (series often up to 46.1 µM), inactives show top-dose growth rescue (activation), hits mostly activators | 410,000 compounds, 1.8% hits | AID 652104; also: potency is read from the fitted curve at half-maximal effect; % of control where 0% means no effect; nearly all actives have a fitted effect of over 50% in size
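Cell-based yeast growth screen: TDP-43 expression induced in galactose, inoculum OD600=0.02 after raffinose pregrowth to mid-log. Read-out BacTiter-Glo luminescence at 24 hr, 30 deg C; inhibition of toxicity seen as signal increase.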
GLP1R inv ag: acts as inverse agonist at human GLP-1 receptor. HEK293 GLP-1R CRE-luciferase, luminescence, 24 h; GLP-1R form is constitutively active. Potency, µM (series often up to 38.3 µM), for inactives: top-dose activity change, negative = inhibition, usual class: inhibitors. 410,000 compounds, 1.6% hits. AID 624417; also: potency is read from the fitted curve at half-maximal effect; % is scaled to controls: 0 for no effect and ±100 for the full control effect; nearly all actives have a fitted effect of over 55% in size
Target sequence (P43220 whole entry, looked up): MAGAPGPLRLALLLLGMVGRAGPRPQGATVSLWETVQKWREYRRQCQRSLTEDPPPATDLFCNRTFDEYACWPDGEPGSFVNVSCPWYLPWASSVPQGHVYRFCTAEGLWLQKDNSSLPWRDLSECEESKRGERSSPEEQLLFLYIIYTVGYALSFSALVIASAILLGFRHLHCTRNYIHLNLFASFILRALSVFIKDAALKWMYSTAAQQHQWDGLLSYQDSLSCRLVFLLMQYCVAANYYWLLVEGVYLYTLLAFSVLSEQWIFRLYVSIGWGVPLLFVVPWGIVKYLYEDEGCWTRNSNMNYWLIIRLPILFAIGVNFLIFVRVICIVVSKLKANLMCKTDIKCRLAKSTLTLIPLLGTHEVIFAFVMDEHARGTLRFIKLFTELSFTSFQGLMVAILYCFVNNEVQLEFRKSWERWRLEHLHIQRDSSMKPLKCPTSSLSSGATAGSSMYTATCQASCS
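Inverse agonism was detected as reduced cAMP-driven luciferase luminescence after 24 h compound treatment. The cells were HEK293 clones expressing constitutively active human GLP-1R with the reporter. Reporter-only and GPR119 cell lines served as counterscreen controls.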
FUS suppressor: suppressors of FUS proteinopathy in yeast. S. cerevisiae FUS-expressing, growth rescue, OD600, 24 h. Potency, µM (top dose mostly 76.6 µM), for inactives: at the highest dose growth rescue (activation), most hits filed as activators. 390,000 compounds, 0.24% hits. AID 1347120;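 also: potency is read from the fitted curve at half-maximal effect; plate controls were DMSO vehicle for no effect and reference control for full effect; nearly all actives have a fitted effect of over 55% in size; some results filed as inactive show a strong effect at the top dose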
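Read-out: OD at 600 nm after 24hr at 30C, reporting rescue of FUS-induced yeast toxicity. Cells at OD 0.005 in galactose (2%) minimal medium; compounds tested in a dilution series; CP55940 titration from 92uM final as control.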
Abeta yeast res: A-beta toxicity reversal in yeast. yeast expressing A-beta42, growth rescue, OD600, 48 h; response scale: 0% DMSO, 100% iron-clioquinol control. AID 1347071. 410,000 compounds, 0.063% hits. Potency, µM (doses to about 46.1 µM), for inactives: top-dose growth rescue, hits mostly activators; also: potency is read from the fitted curve at half-maximal effect; nearly all actives have a fitted effect of over 55% in size
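Growth rescue measured by 600 nm absorbance after 48 h yeast culture at 30 C with compound. Values normalized between DMSO and an equimolar ferric chloride plus clioquinol control.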
An asterisk follows results filed as active; i = inactive; ? = inconclusive; nt = no result given; [ ] = another dose, or the depositor's remark. Unless noted, calls follow the shape of the dose curve; as a rule, active = well fitted curve in the direction sought with a large enough effect; inconclusive = small, poorly fitted or top-dose-only effect, or another doubt; inactive = no such curve, though single readings can be large; an effect the other way counts as inactive or inconclusive. A portion of the library (hit frequency here may not be typical).

structure	Abeta yeast res	Akt phos inh	HEK293 tox	TDP43 rescue	MmCpn inh	aSyn yeast inh	GLP1R inv ag	PTHR1 ag	FUS suppressor
CN(C)C(=O)C1C2NC(=S)N(c3ccc(Cl)cc3)C1(C)Oc1ccc(Cl)cc12 (stereo not drawn)	-16.0%	i	-13.1%	-16.0%[9.22 µM]	-0.5%	4.1%	?	i	31.0%
Cc1cccc(NC(=O)c2cc(=O)c3ccccc3o2)n1	?	-116.0%*	3.7%	?	-3.7%	-5.7%	0.0%	i	10.9%
COc1ccccc1CCNC(=O)c1ccc(NC(=O)CC2SC(N3CCCC3)=NC2=O)cc1 (stereo not drawn)	-3.5%	i	2.6%	16.7%	2.3%	0.8%	3.9%	-33.4%	19.6%
CC(=O)[C@@]1(O)[C@H](C)CC2C3CC=C4CC(OP(=O)(O)O)CC[C@]4(C)C3CC[C@@]21C (stereo partly drawn)	-13.5%	i	0.4%	11.5%	-2.3%	-1.1%	3.4%	-3.1%	-3.6%
CCCCCCc1ccc(N2C[C@H](Cc3ccccc3)[C@@H](CC(=O)NCc3ccc(OC)cc3)C2=O)cc1	-10.2%	i	1.1%	-35.5%[inhibitor]	-1.1%	-2.8%	?	18.8%	22.6%
O=C(NCc1ccc(Cl)cc1)c1ccc(Cl)cc1[N+](=O)[O-]	0.2%	i	4.1%	3.7%	-1.3%	2.4%	-16.4%	-1.8%[57.5 µM]	1.5%
O=C(Nc1ccc(Cl)cc1)c1ccc2oc(=O)n(Cc3ccccc3)c2c1	-0.9%	nt	0.8%	5.1%	nt	nt	?	-25.6%	3.6%
O=C(CNC(=O)C12CC3CC(CC(C3)C1)C2)N1CCCC(C(F)(F)F)C1 (stereo not drawn)	7.0%	i	1.8%	-3.7%	nt	-0.7%	?	i	-32.8%
Cc1ccc(-c2cc(C(=O)N3CC4(C)CC3CC(C)(C)C4)no2)cc1 (stereo not drawn)	2.0%	i	0.0%	3.9%	nt	-4.3%	?	i	-1.1%
CC1CCN(S(=O)(=O)c2cccc(C(=O)Nc3ccccc3)c2)CC1	-2.1%	i	5.1%	-1.2%	-0.9%	-0.8%	?	-30.1%[inhibitor]	-11.9%
COc1ccccc1CNc1nc2cc(-c3sccc3C)sc2c(=O)n1C	15.3%	i	2.5%	?	nt	8.3%	12.9%	-25.5%	-2.1%
CCOC(=O)CSc1cc(C)c(C#N)c2nc3ccccc3n12	-2.5%	i	7.7%	25.2%	-4.1%	11.2%	9.3%	i	16.3%
CCOC(=O)c1nc(-c2ccccc2)oc1N1CCOCC1	-15.2%	i	5.6%	1.3%	-3.7%	6.9%	4.2%	i	6.0%
O=C(Nc1cc(-c2nc3ccccc3o2)ccc1Cl)c1cc([N+](=O)[O-])ccc1N1CCOCC1	-4.9%	nt	-0.6%	8.0%	nt	nt	0.6%	i	-14.5%
COc1cc(/C=C2\SC(=Nc3ccccc3OC)NC2=O)ccc1O	-2.2%	i	-12.3%	8.0%	-3.0%	-14.2%	11.1%	i	12.1%
COCCCNC(=S)N(Cc1ccccc1)Cc1ccccc1	12.6%	i	8.8%	20.0%	-1.4%	2.2%	-26.4%	i	nt
COC(=O)c1ccc(COc2cccc3c2CCN(Cc2cccc(C)c2)C3=O)o1	-41.0%[inhibitor]	i	-7.7%	29.1%	-0.5%	-19.7%	?	-41.1%	nt
CCC(C)N1C(=S)SC(C)(C)C1N(O)C(=O)NC1CCCCC1 (stereo not drawn)	20.9%	i	4.7%	9.8%	-5.9%	11.1%	?	-2.8%	-12.2%
COc1ccccc1CCN1COc2c(cc3c(C)c(C)c(=O)oc3c2C)C1	-16.1%	nt	227.8%[activator]	6.5%	nt	nt	16.8%	-2.0%	14.9%
Cc1ccc(S(=O)(=O)CC(=O)Nc2cc(C)on2)cc1	-8.5%	i	1.0%	3.5%	-1.2%	1.1%	8.0%	-2.0%	-15.8%
Cc1cccc(NC(=O)CSc2nnc(NC(=O)CN3CCOCC3)s2)c1	8.3%	i	1.2%	23.2%	1.8%	-5.7%	12.7%	-7.9%	-12.2%
CN(CCOc1ccccc1)CC(O)COc1ccccc1 (stereo not drawn)	9.8%	i	-23.1%	3.4%	0.8%	0.2%	?	-6.2%	-20.6%
O=C(OCc1cn([C@@H]2C[C@H](c3ccc(Cl)cc3)N(C(=O)c3cccs3)C[C@H]2O)nn1)c1ccccc1	2.5%	i	1.4%	24.9%	nt	5.9%	?	-35.5%[inhibitor]	44.3%
CC1=C(O)C(=O)OC1c1c(Cl)cccc1Cl (stereo not drawn)	4.4%	i	-21.3%	26.7%	-2.6%	0.3%	-4.3%	i	-5.9%
CCCC(C(=O)NCCC(C)C)N(Cc1ccc(F)cc1)C(=O)c1snc(C(N)=O)c1N (stereo not drawn)	-5.5%	i	-1.5%	7.0%	1.4%	3.0%	?	i	14.7%
Cn1c(=O)c2c(nc(CN3CCN(Cc4ccccc4)CC3)n2Cc2cccc(Cl)c2)n(C)c1=O	-1.5%	i	-16.5%	3.7%	-0.4%	0.7%	?	i	6.4%
COc1cccc(NC(=O)[C@H](NC(=O)[C@@H]2Cc3ccccc3CN2)c2ccccc2)c1	-8.1%	i	-4.8%	-14.8%	-0.9%	8.1%	?	i	30.1%
O=C(CSc1nnc(C2CCCCC2)n1Cc1ccccc1)NCc1ccco1	-2.5%	i	9.8%	4.0%	-2.9%	-0.5%	?	-8.7%[57.5 µM]	16.8%
CC(=O)N1CC(=O)N=C1SCC(=O)Nc1nc(-c2ccccc2)c(-c2ccccc2)s1	-5.7%	i	6.6%	5.6%	?	5.2%	?	i	41.2%
Cc1ccc(NC(=O)C2CCCNC2=O)nc1 (stereo not drawn)	23.4%	i	4.8%	8.2%	-2.0%	5.4%	1.3%	-3.9%[57.5 µM]	22.6%
CCSc1nc(=S)n(Cc2ccccc2)c(C)c1C(C)=O	6.5%	i	-5.5%	8.1%	-0.8%	0.5%	12.2%	-3.9%	nt
CCc1cccc(NC(=O)Cn2ncc3c([nH]c4ccc(C)cc43)c2=O)c1	-10.4%	nt	2.9%	-3.2%	nt	nt	5.6%	-20.1%	-10.7%
O=C(OCC(=O)N1CCc2ccccc21)c1cccnc1	0.9%	i	-9.6%	14.3%	0.9%	?	27.9%	i	16.4%
CC1(C)OCC(COC(=O)Nc2cccnc2)([N+](=O)[O-])CO1	-16.5%	i	10.8%	-0.4%	1.0%	-4.5%	-20.7%	i	-0.8%
Cc1ccc(Cn2ccsc2=NC(=O)COC(=O)c2ccc(O)cc2O)cc1	7.6%	i	-22.1%	3.6%	2.2%	8.3%	?	-21.4%	14.9%
Cc1cccc(C)c1N=Nc1c(C)cc(O)cc1C	-90.8%[inhibitor]	i	?	?	-2.5%	-67.4%[inhibitor]	?	-33.3%[inhibitor]	20.2%
O=C(O)Cn1nnc2ccccc21	-0.8%	i	2.0%	-0.3%	-1.6%	-1.1%	4.7%	-22.9%	-24.7%
COC(=O)c1ccc(OC)c(Cn2c(=O)n(-c3cccc(Cl)c3)c(=O)c3c4c(sc32)CN(C(C)=O)CC4)c1	2.5%	nt	-8.0%	0.0%	nt	nt	2.6%	i	-9.6%
COc1ccc(NC(=O)c2cnc[nH]2)cc1	-13.8%	nt	1.8%	-2.1%	nt	nt	12.2%	i	-11.3%
CC(C)n1c(=O)c2ccccc2n1Cc1cn(-c2ccc(Cl)cc2)nn1	-18.0%	i	-6.7%	10.6%	nt	3.6%	12.3%	-11.9%	-9.1%
COc1ccc(-c2nc(SCC(=O)Nc3nccs3)c(-c3ccc(Cl)cc3)[nH]2)cc1	1.6%	i	-22.1%	13.1%	-1.0%	-5.3%	?	-34.3%[inhibitor]	-4.4%
Cc1cc([N+](=O)[O-])nn1CC(=O)NC1CCCCC1	?	i	-0.4%	-2.1%	0.6%	0.5%	12.8%	i	1.7%
CCOC(=O)c1c(NC(=O)C(C)Oc2ccccc2F)sc(C(C)=O)c1C (stereo not drawn)	-5.7%	nt	13.7%	3.4%	nt	nt	10.3%	-8.3%	10.1%
O=C(NC(c1ccc(F)cc1)c1ccc2ccccc2n1)C1CCN(CCOc2ccc(Cl)cc2Cl)CC1 (stereo not drawn)	-6.1%	i	11.2µM*	15.6%	nt	-47.0%[inhibitor]	?	i	?
Cc1cccc(NC(=O)CCNS(=O)(=O)c2ccc3c(c2)CCN3C(=O)C2CC2)c1	-9.3%	nt	-2.0%	-7.3%	nt	-7.1%	12.7%	i	-13.6%
Cc1c(N)cccc1-c1nc2ccccc2[nH]1	-4.6%	i	-13.5%	-6.5%	0.1%	3.4%	2.0%	-21.9%[57.5 µM]	16.2%
COc1cccc(CNC(=O)c2oc3c(c2C)-c2nn(Cc4cccc(Cl)c4)cc2CC3)c1	-10.9%	nt	11.5%	2.7%	nt	nt	11.2µM*	-50.4%[inhibitor]	?
COCCCNc1oc(-c2ccc(COc3ccccc3C)o2)nc1C#N	9.1%	nt	-0.8%	15.8µM*	nt	nt	?	-29.3%	40.7%
COc1cc(-c2cc(C(=O)NCc3ccco3)c3ccccc3n2)cc(OC)c1OC	-3.6%	i	?	0.0%	-2.1%	0.3%	?	-57.7%[inhibitor]	42.5%
